MBNL1-CUG inh: MBNL1-poly(CUG) RNA binding inhibition. 0.036% of 280,000 active. Potency, µM (doses to about 57.5 µM), for inactives: at the top dose activity change, negative = inhibition, most hits filed as inhibitors. TR-FRET MBNL1-His/biotin-(CUG)12 binding, 665/545 ratio; active means well fitted inhibition curve with a large enough effect in the signal ratio, with a control signal flat, not every such curve was filed as active; inconclusive means small, poorly fitted or top-dose-only effect, or effect the other way, or a change in a side signal; inactive means no such curve, though single readings can be large or run the other way; the % refers to the signal ratio; further: potency means the concentration at half of the fitted maximal effect; on the % scale 0 is the no-effect control and ±100 the full control effect
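MBNL1-His + Biotin-(CUG)12, cpd titration 92 nM–58 uM; Tb anti-His Ab 0.055 ng/ul, SA-XL665 5 nM (final); 60 min RT; ratiometric 665/545 nm, Ex 340 nm; normalized to buffer and full-complex controls.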
A-T KAP1 phos: candidate therapy for ataxia-telangiectasia | […] A-T fibroblasts, KAP-1 phosphorylation AlphaLISA; neocarzinostatin DNA damage 30 min before lysis | Potency, µM (highest dose often 57.5 µM), for inactives: top-dose activation, actives largely listed as activators | 0.19% of 320,000 active; further: potency means the concentration at half of the fitted maximal effect; % of control where 0% means no effect; nearly all actives have a fitted effect of over 45% in size
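hTERT-immortalized A-T patient fibroblasts ([…]), 500 cells/well in OPTI-MEM, 1% FBS, got compounds for 60 min, then NCS for 30 min at 37C. Lysates were then assayed for phospho-KAP-1 by AlphaLISA (anti-pKAP1 donor, anti-KAP1 acceptor beads), 6 hr at 25C.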
TCR activator: T cell receptor activation. Potency, µM (top dose mostly 9.22 µM), without a hit: at the highest dose activation of IL-2 secretion, hits mostly activators. AID 504894. primary human leukocytes, anti-CD3, IL-2 HTRF, 48 h. 330,000 tested, under 10 active; further: % of control where 0% means no effect
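TCR engagement came from a-CD3 beads alone, with compounds added to primary human leukocytes for 48 hr. Secreted IL-2 bridged europium cryptate- and d2-labelled anti-IL-2 antibodies, giving FRET emission at 665nm after 320nm excitation.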
Mito fusion yeast: mitochondrial division inhibition or fusion activation; 0.23% of 320,000 active; S. cerevisiae fusion-defective mutant growth rescue, CellTiterGlo 48 h; Potency, µM (top dose mostly 46.1 µM), for the others: at the highest dose growth rescue (activation), usual class: activators;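 further: potency means the concentration at half of the fitted maximal effect; % of control where 0% means no effect; nearly all actives have a fitted effect of over 45% in size; temperature-sensitive fusion mutants such as fzo1-1 at 37 °C on non-fermentable ethanol glycerol medium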
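Compounds are tested for their ability to restore growth of mitochondrial fusion-defective yeast strains at non-permissive 37C in YPEG medium over 48 hours. Viability is quantified by luciferase luminescence.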
PTAP TSG101 blk: blocks PTAP/TSG101 interaction to inhibit HIV-1 budding; Q99816; Fluorescence polarization, FITC-PTAP peptide / Tsg101 binding; Potency, µM (series often up to 115 µM), inactives show at the highest dose activity change, negative = inhibition, most hits filed as inhibitors; 340,000 tested, under 10 active; AID 493005; active means well fitted inhibition curve with a large enough effect in the main read-out, with a control signal flat, not every such curve was filed as active; inconclusive means small, poorly fitted or top-dose-only effect, or effect the other way, or a change in a side signal; inactive means no such curve, though single readings can be large or run the other way; further: potency means the concentration at half of the fitted maximal effect; % of control where 0% means no effect
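Tsg101 binding domain (10 uM final) was mixed with compound and a FITC-labeled PTAP peptide (50 nM final) in HEPES pH 7.5 buffer with NaCl, Tween 20, EDTA and TCEP; fluorescence polarization was read after 20 min at r.t.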
a7 integrin act: activators of alpha7 integrin expression for muscular dystrophy; alpha7betagal myoblasts, beta-gal FDG fluorescence, 48 h; Potency, µM (top dose mostly 38.3 µM), inactives show at the highest dose activation, actives largely listed as activators; 0.064% of 350,000 active; AID 624291;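 further: potency means the concentration at half of the fitted maximal effect; 100% = response of the positive control SU9516; nearly all actives have a fitted effect of over 60% in size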
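Alpha7betagal+/- myoblasts (passage 13) were plated 16-24 hr, then exposed to compounds (1:260 dilution of DMSO stock) for 48 hours at 37C. After MPER lysis, β-galactosidase reporter activity was read as FDG fluorescence (ex 480/em 540) after 30 minutes.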
Menin MLL FP TR: menin-MLL binding inhibition, Texas Red mutant peptide | O00255 | Menin + Texas Red MLL mutant peptide, fluorescence polarization | Potency, µM (highest dose often 61.6 µM), without a hit: at the highest dose FP activity change, negative = inhibition, usual class: inhibitors | 0.23% of 270,000 active | AID 1768; active means well fitted inhibition curve with a large enough effect in the polarisation, with a control signal flat, not every such curve was filed as active; inconclusive means small, poorly fitted or top-dose-only effect, or effect the other way, or a change in a side signal; inactive means no such curve, though single readings can be large or run the other way; the % refers to the polarisation; further: potency means the concentration at half of the fitted maximal effect; % of control where 0% means no effect; many of its hits are not listed in these tables
TSHR antag: antagonists of human thyroid stimulating hormone receptor | TSHR-expressing cells, TSH-stimulated cAMP HTRF, 2 h; active compounds read low | activity change, negative = inhibition, % at 11.5 µM | 0.2% of 330,000 active | AID 504810;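 active means activity change below a set negative limit, meaning inhibition stronger than a set level, cut at about -70% in these data; inconclusive means activity change between two set negative limits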; further: on the % scale 0 is the no-effect control and ±100 the full control effect
Target sequence (P16473 whole entry, looked up): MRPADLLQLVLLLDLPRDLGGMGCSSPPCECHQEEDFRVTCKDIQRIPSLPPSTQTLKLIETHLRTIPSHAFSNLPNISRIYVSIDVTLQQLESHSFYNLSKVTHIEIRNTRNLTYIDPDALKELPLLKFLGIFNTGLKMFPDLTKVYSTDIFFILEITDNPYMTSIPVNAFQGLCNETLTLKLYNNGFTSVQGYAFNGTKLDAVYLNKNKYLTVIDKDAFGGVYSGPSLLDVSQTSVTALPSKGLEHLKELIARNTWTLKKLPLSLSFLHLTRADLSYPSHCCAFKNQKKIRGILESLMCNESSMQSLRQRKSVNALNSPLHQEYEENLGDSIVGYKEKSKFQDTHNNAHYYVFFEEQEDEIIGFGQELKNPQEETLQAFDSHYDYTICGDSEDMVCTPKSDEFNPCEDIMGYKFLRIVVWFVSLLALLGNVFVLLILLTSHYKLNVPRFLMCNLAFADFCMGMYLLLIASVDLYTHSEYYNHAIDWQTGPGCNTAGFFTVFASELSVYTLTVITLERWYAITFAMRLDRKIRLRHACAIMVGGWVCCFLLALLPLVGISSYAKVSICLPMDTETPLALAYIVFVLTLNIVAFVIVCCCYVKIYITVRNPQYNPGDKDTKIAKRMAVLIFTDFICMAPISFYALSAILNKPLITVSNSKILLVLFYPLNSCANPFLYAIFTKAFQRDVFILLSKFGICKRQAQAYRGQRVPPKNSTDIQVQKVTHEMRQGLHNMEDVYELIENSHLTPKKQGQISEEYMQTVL
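Inhibition of cAMP made by TSHR-expressing cells under TSH stimulation (4nM final, EC80; 2 h, 37 deg C) is quantified with a one-step lysis HTRF kit, anti-cAMP cryptate versus cAMP-d2.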
MLL CXXC-DNA inh: inhibitors of human MLL CXXC domain-DNA interaction | Q03164 | MLL-CXXC / FITC-HOXA9 DNA fluorescence polarization | Potency, µM (top dose mostly 115 µM), for inactives: at the top dose activity change, negative = inhibition, usual class: inhibitors | 0.037% of 290,000 active; active means well fitted inhibition curve with a large enough effect in the polarisation, with a control signal flat, not every such curve was filed as active; inconclusive means small, poorly fitted or top-dose-only effect, or effect the other way, or a change in a side signal; inactive means no such curve, though single readings can be large or run the other way; the % refers to the polarisation; further: potency means the concentration at half of the fitted maximal effect
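Fluorescence polarization: 7 uM MLL-CXXC (stock) preincubated 5 min with compounds, then 50 nM fluorescein-HOX-A9 DNA (stock) added; 30 min ambient. Buffer 50 mM Tris-HCl pH 7.5, 50 mM NaCl, 1 mM DTT, 0.05% BSA.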
ASM inhibitor: inhibitors of human secretory acid sphingomyelinase | P17405 | placental ASM, HMU-PC fluorogenic substrate, 60 min | Potency, µM (series often up to 57.5 µM), without a hit: top-dose activity change, negative = inhibition, usual class: inhibitors | 0.006% of 340,000 active | AID 504937; further: potency means the concentration at half of the fitted maximal effect
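Fluorescence read-out (Ex 386 nm, Em 447 nm) after stopping the reaction at pH 10. Enzyme: ASM from human placenta; substrate HMU-PC0, 9 uM final; 60 min, 37 °C. Compound preincubation 10 min, ambient temperature.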
* = called active by the depositor; i = inactive; ? = inconclusive; / = not tested or not shown; [ ] = remark or other dose. Unless noted, the call rests on the fitted dose curve; in most records, active means well fitted curve in the direction sought with a large enough effect; inconclusive means small, poorly fitted or top-dose-only effect, or another doubt; inactive means no such curve, though single readings can be large; an effect the other way counts as inactive or inconclusive.

SMILES	MBNL1-CUG inh	A-T KAP1 phos	TCR activator	Mito fusion yeast	PTAP TSG101 blk	a7 integrin act	Menin MLL FP TR	TSHR antag	MLL CXXC-DNA inh	ASM inhibitor
O=C(c1ccc(F)cc1)c1cn[nH]c1-c1ccccc1O	-7%	16%	2%	10%	-5%	-11%	27%	13	2%	-2%
CC(C)C[C@H](NC(=O)C1CCN(S(=O)(=O)c2ccccc2)CC1)C(=O)NCc1cccnc1	0%	6%	-2%	11%	0%	14%	/	0	-3%	-1%
Cc1cc(NC(=O)CCC(=O)N(CC2CCCO2)C(C(=O)NC2CCCC2)c2cccnc2)no1 (centres undefined)	-3%	1%	/	2%	-6%	9%	-3%	/	-4%	5%
CCOc1cc(CNc2cccc3ccccc23)cc(Br)c1OCC(=O)NC(C)(C)C	-1%	-4%	-3%	1%	-4%	-46%[inhibitor]	-3%	0	16%	-9%
O=S(=O)(Nc1cccc(-n2cnnn2)c1)c1ccc(Cl)cc1	-8%	-9%	2%	-1%	-1%	1%	/	-14	11%	-2%
Fc1cccc(Cl)c1Cn1nnc2c(NCc3ccncc3)ncnc21	-7%	-1%	-1%	7%	-2%	-6%	0%	-16	6%	-4%
Cc1cccc2c1cnn2C(=O)Nc1ccccc1Cl	-8%	-7%	-4%	-1%	0%	?	-14%	-2	?	3%
COc1ccc(/C=C/C(=O)c2ccc(Cl)cc2)c(OC)c1	9%	19%	-2%	-1%	-5%	-11%	0%	-2	10%	27%
COC(=O)c1ccccc1NC(=O)c1ccc(COc2cc(C)cc(C)c2)o1	-13%	2%	-6%	13%	0%	13%	0%	7	-9%	0%
O=C(O)Cn1cc(/C=N/NC(=O)c2cc3cc(Br)ccc3o2)c2ccccc21	12%	-2%	-7%	7%	-4%	6%	/	6	1%	-6%
COc1cc(/C=C(\C#N)C(=O)NCc2ccccc2)ccc1OCc1ccc(C(=O)O)cc1	-1%	-2%	-3%	0%	-7%	0%	/	-21	-30%	8%
CSc1cccc(NC(=O)c2ccc(Cl)nc2)c1	-5%	2%	2%	0%	-4%	30%	34%[activator]	-5	3%	3%
COCCNC(=S)N(CCc1c(C)[nH]c2ccc(Cl)cc12)Cc1cccs1	6%	10%	-8%	-4%	-2%	-36%	?	-5	-2%	-8%
Nc1ncc(Br)cc1S(=O)(=O)NCCC(=O)N1CCN(c2ccccc2)CC1	-1%	4%	9%	6%	-2%	-35%	/	6	-10%	-1%
CN(C)Cc1c(O)ccc2c3c(c(=O)oc12)CCCCC3	24%	11%	-12%	2%	-2%	3%	/	-7	-8%	i
CC(=O)Nc1ccc(S(=O)(=O)N2CCC(C(=O)O)(c3ccccc3)CC2)cc1	-2%	4%	-18%	0%	-1%	-24%	13%	-8	-10%	-2%
O=C(NCCc1ccccc1)c1c[nH]c2ccc(F)cc2c1=O	/	/	3%	/	-3%	26%	/	/	/	-2%
COc1ccc(NS(=O)(=O)CC(C)C)c(OC)c1	3%	-5%	-1%[46.1 µM]	-7%	0%	-8%	7%	-5	-5%	6%
COC(=O)C1=C(O)CSC1=Nc1cccc(C(F)(F)F)c1	-1%	-3%	3%	-2%	-7%	13%	-3%	4	-3%	5%
CCCOC(=O)CCNc1n[nH]c(=O)[nH]c1=O	-3%	-1%	-13%	2%	0%	2%	20%	12	0%	4%
O=C(c1ccccc1)c1c[nH]c(C(=O)C(Cl)(Cl)Cl)c1	-2%	-4%	0%	-5%	0%	1%	-2%	10	7%	0%
O=C(CCN1C(=O)/C(=C/c2ccccc2)SC1=S)NC1CCS(=O)(=O)C1 (centres undefined)	?	-17%	0%	0%	1%	?	/	-13	14%	-7%
Cc1onc(-c2c(F)cccc2Cl)c1C(=O)Nc1ccc(S(=O)(=O)N2CCOCC2)cc1	/	14%	6%	/	-6%	18%	/	-21	/	2%
Cc1ccnc(SCc2ccc(C(=O)O)cc2)n1	1%	-8%	3%	-1%	-3%	5%	3%	2	2%	3%
CCc1ccc(CNC(=O)CCC(=O)N2Cc3cccc(OC)c3Oc3ncccc32)cc1	-2%	-1%	1%	4%	-2%	21%	-20%	2	-1%	0%

Record cards, as listed above:
O=C(O)Cn1cc(/C=N/NC(=O)c2cc3cc(Br)ccc3o2)c2ccccc21 is listed with MBNL1-CUG inh: 12%; A-T KAP1 phos: -2%; TCR activator: -7%; Mito fusion yeast: 7%; PTAP TSG101 blk: -4%; a7 integrin act: 6%; Menin MLL FP TR: /; TSHR antag: 6; MLL CXXC-DNA inh: 1%; ASM inhibitor: -6%
O=S(=O)(Nc1cccc(-n2cnnn2)c1)c1ccc(Cl)cc1 is listed with MBNL1-CUG inh: -8%; A-T KAP1 phos: -9%; TCR activator: 2%; Mito fusion yeast: -1%; PTAP TSG101 blk: -1%; a7 integrin act: 1%; Menin MLL FP TR: /; TSHR antag: -14; MLL CXXC-DNA inh: 11%; ASM inhibitor: -2%

Additional entries follow.
SMILES	MBNL1-CUG inh	A-T KAP1 phos	TCR activator	Mito fusion yeast	PTAP TSG101 blk	a7 integrin act	Menin MLL FP TR	TSHR antag	MLL CXXC-DNA inh	ASM inhibitor
Cc1cc(C)c2ccc(C)[n+]([O-])c2c1O	?	7%	1%	-4%	-4%	-8%	29%	4	-2%	0%
C/C(=N\NC(=O)CCC(=O)Nc1ccc(C)c(C)c1)c1cccs1	-3%	-1%	5%	-5%	0%	-7%	-24%	-3	?	-1%
COc1cc(OC)c(C(=O)Nc2cccnc2)cc1OC	0%	11%	/	-3%	-1%	-2%	-22%	5	-3%	-1%
COc1ccc(C(=O)Nc2c(Cl)cc(Cl)cc2C(=O)N2CCOCC2)cc1	-12%	-1%	2%	6%	-6%	-5%	18%	0	-8%	1%
CN(Cc1ccc(Cl)s1)C(=O)CNC(=O)CNC(=O)c1ccc(Cl)cc1Cl	/	2%	-13%	-3%	0%	-14%	/	4	/	3%
Cc1nc2cc(-c3ccccc3)nn2c(C)c1CCC(=O)N1CCN(c2ccccc2)CC1	2%	-21%	10%	-5%	0%	3%	3%	12	0%	1%
CCN(C(=O)COC(=O)c1cccc(S(=O)(=O)N(C)C)c1)c1c(N)n(Cc2ccccc2)c(=O)[nH]c1=O	/	/	-3%	/	-2%	24%	/	/	/	7%
C=CCN1C(=O)C2(OCCCO2)c2cc(Cl)ccc21	-5%	7%	2%	-1%	-7%	11%	2%	0	-4%	2%
N#Cc1cccc(NC(=O)COc2ccc(-n3ccnc3)cc2)c1	2%	-1%	5%	-3%	-5%	0%	-3%	-2	-7%	4%
O=C(NC(=O)c1ccc(F)cc1F)Nc1ccc(Cl)cc1	-6%	0%	-1%	-3%	-1%	29%	/	-7	4%	-1%
CCc1c(C)nc(SCC(=O)N2CCc3ccccc32)[nH]c1=O	-6%	4%	/	-2%	/	/	-19%	1	2%	/
Cc1n[nH]c(C)c1N1C(=O)c2cccc3c(Br)ccc(c23)C1=O	?	-4%	-12%[46.1 µM]	6%	-2%	-17%	-11%	53	-2%	-7%
CCOC(=O)Cc1csc(NC(=O)Cc2ccc(Br)cc2)n1	-4%	-9%	0%	1%	-1%	-35%	/	-12	-6%	-1%
C/C(=N\NC(=O)C1CCCC1)c1ccc(C(C)C)cc1	-1%	-5%	-16%	-2%	-2%	11%	/	-2	12%	-1%
Cc1cc(/C(N)=N/OC(=O)Nc2ccc(Cl)cc2)no1	-8%	3%	-1%	3%	-5%	-9%	/	4	2%	1%
CC(C)CCSc1nc2c(c(=O)[nH]c(=O)n2C)n1CCCc1ccccc1	-18%	?	1%[46.1 µM]	17%	-1%	-5%	13%	23	-8%	-1%
COc1ccccc1NS(=O)(=O)c1cc(-c2cc(C)no2)ccc1OC	-11%	15%	-2%	-3%	-3%	7%	?	-39	22%	-9%
O=C(O)c1ccccc1NS(=O)(=O)c1ccccc1C(F)(F)F	2%	/	-1%	-10%	-7%	?	?	20	-5%	1%
CC(C)=C1C2CCC1C1C(=O)N(c3ccc4c(c3)OCO4)C(=O)C21 (centres undefined)	-4%	6%	3%[46.1 µM]	0%	-2%	-9%	4%	35	1%	3%

Some of the compounds tested (hit frequency here may not be typical).
